# NOD1 NF-kB reporter: inhibition of NOD1-driven NF-kB reporter – cell-based, luminescence, uHTS, primary screen (AID 1578) | NOD1-driven NF-kB luciferase reporter cells, luminescence; higher % means a stronger effect | inhibition, % at 4 µM; hits with a dose series show EC50 in µM | actives 1% (n = 290,000); in the data active means inhibition mostly above about 36%, no sharp cut-off; inactive means mostly below about 34%;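 further: HEK-293T reporter cells stimulated with the NOD1 agonist gamma-tri-DAP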
# KOR beta-arrestin-1: KOR agonists, beta-arrestin recruitment, primary screen, cell-based, luminescence, uHTS (AID 1777); KOR beta-arrestin recruitment, luminescence; higher % means a stronger effect; one-dose activation, % at 10 µM; EC50 in µM for titrated hits; actives 0.02% (n = 280,000); in the data active means activation above about 50%, passing the limit was not always enough; further: a part of the inactive calls stands beside numbers as strong as those of hits
# NTR1 ag: NTR1-driven beta-arrestin-GFP spot formation – imaging, U2OS cells, high content, primary screen (AID 493036) | P30989 | agonist mode | activation, % at 20 µM | actives 0.17% (n = 330,000);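 active means activation at or above 40% of the spot to cytoplasm intensity ratio, with at least 20 cells analyzed; inconclusive means wells under 20 cells, flagged as cytotoxic or low count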;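 further: 0% = DMSO without peptide and 100% = 100 nM NTR1 peptide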
# Target sequence (P30989 whole entry, looked up): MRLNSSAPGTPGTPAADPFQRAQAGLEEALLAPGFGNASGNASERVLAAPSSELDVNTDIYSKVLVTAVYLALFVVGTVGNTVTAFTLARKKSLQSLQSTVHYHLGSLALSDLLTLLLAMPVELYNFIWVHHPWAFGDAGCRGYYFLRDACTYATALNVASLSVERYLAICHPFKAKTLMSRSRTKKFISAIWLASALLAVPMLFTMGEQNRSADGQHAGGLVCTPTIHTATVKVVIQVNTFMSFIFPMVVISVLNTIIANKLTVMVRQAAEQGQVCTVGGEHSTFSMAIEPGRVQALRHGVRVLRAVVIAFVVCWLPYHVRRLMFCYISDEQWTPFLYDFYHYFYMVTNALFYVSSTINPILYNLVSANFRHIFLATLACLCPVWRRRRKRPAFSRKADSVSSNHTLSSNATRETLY
# KOR beta-arrestin-2: KOR antagonists, beta-arrestin recruitment, cell-based, luminescence, uHTS (AID 1778); KOR beta-arrestin recruitment, luminescence, antagonist mode; higher % means a stronger effect; inhibition, % at 10 µM, or IC50 in µM where a hit was titrated; actives 0.091% (n = 290,000); further: strong numbers were not always called active
# HEK293 NOD2/NF-kB: NOD2 signaling inhibitors, cell-based, luminescence, uHTS, HEK293 (AID 1566). HEK293 NOD2/NF-kB luciferase reporter, luminescence; higher % means a stronger effect. one-dose inhibition, % at 4 µM; EC50 in µM for titrated hits. actives 0.63% (n = 290,000); further: many of its hits are not listed in these tables
# GPR55 LPI antagonism: GPR55 antagonists blocking LPI-driven arrestin recruitment, primary screen, imaging, U2OS, beta-arrestin-GFP, LPI agonist (AID 2013) | U2OS GPR55 beta-arrestin-GFP translocation imaging, LPI antagonism; higher % means a stronger effect | one-dose inhibition, % at 10 µM; IC50 in µM for titrated hits | actives 0.13% (n = 290,000);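 active means spots per cell inhibited over 60%, with over 100 cells counted and total cytoplasm intensity under 500,000; inconclusive means wells with under 100 cells, flagged as likely toxic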;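 further: U2OS cells stably carrying GPR55 and arrestin-GFP stimulated by 5 µM LPI near EC80; imaged beta-arrestin-GFP aggregate spots per cell after agonist stimulation; plate controls were LPI-stimulated DMSO wells for no effect and DMSO wells without LPI for full effect; some results filed as inactive read as strong as hits; confirmed hits need IC50 under 10 µM and bright autofluorescent wells are also inconclusive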
# Myeloid diff 2: promotes myeloid progenitor differentiation. ER-HoxA9 myeloid progenitors, lysozyme-GFP differentiation, flow cytometry. actives 1% (n = 360,000). calls only at 10 µM. AID 624256;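 active means normalized GFP-positive differentiation at or above the plate's own cutoff, the solvent-only control mean plus 3 SD; inconclusive means no clear call, values can overlap the other calls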;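 further: cells exposed to compound for four days before flow analysis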
# T cell HTS: T cell immune modulators affecting CD8 T cell-vesicle binding. 2C CD8+ T cell-vesicle binding, flow cytometry; active compounds read low. calls only at 7 µM. actives 0.068% (n = 330,000);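 active means response, share of CD8 T cells binding vesicles, and their 90th percentile fluorescence all below set limits, cut at about 80% in these data, passing the limit was not always enough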
#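 Incubation: binding step 1.5 h, 37 °C, antibody labelling 20 min, ice; system: murine 2C transgenic CD8+ T lymphocytes; technique: cytometric PE anti-B7-1 and Alexa647 anti-CD8 signals after 1% paraformaldehyde fixation; also added: QL9-charged Drosophila Ld/ICAM-1/B7-1 vesicles; control set: naked versus QL9-loaded vesicles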
# GPR55 beta-arrestin: GPR55 agonists via beta-arrestin recruitment, primary screen, imaging, U2OS cells, beta-arrestin-GFP redistribution (AID 1961) | actives 0.048% (n = 290,000) | U2OS GPR55 beta-arrestin-GFP redistribution imaging; higher % means a stronger effect | one-dose activation, % at 10 µM; EC50 in µM for titrated hits;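 active means activation above 40% with more than 50 cells counted in the well; inconclusive means wells holding fewer than 50 cells, flagged as toxic or sparse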;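 further: U2OS osteosarcoma cells stably expressing GPR55 and beta-arrestin-GFP; plate controls were DMSO negative control for no effect and LPI positive control for full effect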
# T cell HTS vesicle-bound %: second read-out of T cell HTS, no call of its own (marks repeat the call); double positive events, %; measured here: CD8+ vesicle-bound cell fraction;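 binding gate set so that unloaded-vesicle control wells show 10% double positive cells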
# NTR1 ag cell count 20 µM: further read-out of NTR1 ag, marked with its call; cell count; measured here: cell count, cytotoxicity flag
# Myeloid diff 2 GFP+ MAC1+ %: recorded beside Myeloid diff 2, whose call it bears; GFP+ MAC1+ double positive, %; measured here: differentiation confirmed by MAC1 staining
# The depositor's hits bear a star; i = inactive; ? = inconclusive; / = no result given; [ ] = dose if it differs, or a comment. Unless noted, no stated cut-off is given here; in the data, active means inhibition above about 50%; inactive means the rest. Some of the compounds tested (hit frequency here may not be typical).
SMILES,NOD1 NF-kB reporter,KOR beta-arrestin-1,NTR1 ag,NTR1 ag cell count 20 µM,KOR beta-arrestin-2,HEK293 NOD2/NF-kB,GPR55 LPI antagonism,Myeloid diff 2,Myeloid diff 2 GFP+ MAC1+ %,T cell HTS,T cell HTS vesicle-bound %,GPR55 beta-arrestin
O=C(NCc1ccc(F)cc1)C1CCN(S(=O)(=O)c2ccc(Cl)cc2)CC1,-24.2%,-1.3%,2.6,41,-13.4%,7.7%,1.2%,i,2.0,i,46.0,-0.2%
Cc1nc2cc(C(F)(F)F)ccc2n1C,-20.5%,2.7%,-0.7,36,-50.7%,2.9%,0.5%,i,0.1,i,38.6,-0.1%
CCC(=O)Oc1ccc(NC(=O)CSCc2ccccc2)cc1,-36.8%,0.7%,-0.1,72,7.8%,-32.5%,2.8%,i,0.4,i,57.7,-0.1%
COc1ccc2c(c1)c(=O)c(C(=O)c1ccc(Cl)cc1)cn2CC(=O)Nc1ccc(F)cc1,-46.6%,0.4%,6.9,94,-5.4%,-5.7%,5.8%,i,1.4,i,33.5,0.2%
COc1ccccc1/C=C/C(=O)c1ccc(NC(C)=O)cc1,-6.4%,-2.9%,0.2,61,/,12.5%,1.5%,i,2.4,i,48.9,0.4%
Cc1ccc(NS(=O)(=O)c2ccc3[nH]c(=O)oc3c2)c(C)c1,-28.6%,-1.6%,1.2,62,-3.4%,10.3%,-7.5%,?,/,i,27.6,0.0%
COc1cc(C(=O)NCc2nnc(SCC(=O)N3CCC(C)CC3)o2)cc(OC)c1OC,-37.9%,0.5%,1.8,82,-63.6%,-6.4%,2.5%,i,0.5,i,38.1,-0.1%
CC1CCCCC1NC(=O)Cn1c(=O)oc2cc(S(=O)(=O)N3CCCC3)ccc21 (stereo unspecified),1.8%,-2.5%,0.8,51,-10.7%[20 µM],-7.4%,-2.2%,i,3.7,i,17.1,-0.1%
O=C(CSc1nnc(-c2ccc(Cl)cc2)n1Cc1ccco1)NCc1ccc2c(c1)OCO2,-19.7%,11.5%,-0.3,42,15.0%,-30.4%,8.3%,i,1.3,i,13.3,0.2%
CC(C)C(OC(=O)c1nsc(Cl)c1Cl)C(=O)NCc1ccccc1 (stereo unspecified),-47.7%,-2.4%,-1.9,42,-1.7%,-10.9%,4.1%,/,/,i,32.0,-0.2%

# Some of the entries so far, with two lines to a compound:
# Each structure is followed by: NOD1 NF-kB reporter, KOR beta-arrestin-1, NTR1 ag, NTR1 ag cell count 20 µM, KOR beta-arrestin-2, HEK293 NOD2/NF-kB, GPR55 LPI antagonism, Myeloid diff 2, Myeloid diff 2 GFP+ MAC1+ %, T cell HTS, T cell HTS vesicle-bound %, GPR55 beta-arrestin
CCC(=O)Oc1ccc(NC(=O)CSCc2ccccc2)cc1
→ -36.8%, 0.7%, -0.1, 72, 7.8%, -32.5%, 2.8%, i, 0.4, i, 57.7, -0.1%
O=C(NCc1ccc(F)cc1)C1CCN(S(=O)(=O)c2ccc(Cl)cc2)CC1
→ -24.2%, -1.3%, 2.6, 41, -13.4%, 7.7%, 1.2%, i, 2.0, i, 46.0, -0.2%

# (cont.)
SMILES,NOD1 NF-kB reporter,KOR beta-arrestin-1,NTR1 ag,NTR1 ag cell count 20 µM,KOR beta-arrestin-2,HEK293 NOD2/NF-kB,GPR55 LPI antagonism,Myeloid diff 2,Myeloid diff 2 GFP+ MAC1+ %,T cell HTS,T cell HTS vesicle-bound %,GPR55 beta-arrestin
O=C(COC(=O)C1CCCN1C(=O)C12CC3CC(CC(C3)C1)C2)c1ccc(Br)cc1 (stereo unspecified),-14.5%,1.3%,6.5,82,-28.7%,9.7%,-4.1%,i,0.1,i,13.1,-0.2%
CCOc1cc(/C=C(/C#N)c2ccc(F)cc2)ccc1OCc1ccc(C(=O)O)o1,-4.1%,0.3%,1.3,58,8.2%,18.2%,6.0%,i,0.6,i,32.6,1.0%
CC1CCCCN1C(=S)Nc1ccc2nc3n(c(=O)c2c1)CCCCC3 (stereo unspecified),-8.9%,3.3%,3.2,56,15.9%,11.4%,3.5%,i,0.1,i,34.7,1.6%
Nc1cccc(-c2cn3cc(C(F)(F)F)cc(Cl)c3n2)c1,-35.1%,0.4%,-1.0,80,13.2%,-139.9%,-1.4%,i,2.3,i,37.9,0.2%
CC1CCc2nc(NC(=O)C3COc4ccccc4O3)sc2C1 (stereo unspecified),24.1%,-3.7%,-2.3,91,-0.3%,-0.4%,-9.7%,i,1.4,i,15.9,0.2%
CCOC(=O)Cc1csc(NS(=O)(=O)Cc2ccccc2)n1,-3.0%,1.0%,1.0,91,4.0%,-6.7%,7.3%,i,0.4,i,24.5,-0.1%
CCOC1CCCCC1NS(=O)(=O)c1ccc(Cl)cc1 (stereo unspecified),-9.7%,-0.6%,0.6,47,5.7%,-17.4%,16.9%,i,9.2,i,43.0,0.3%
COc1ccc(NS(=O)(=O)c2ccc(N3CCN(CCO)CC3)c([N+](=O)[O-])c2)cc1,-9.3%,3.1%,1.9,66,-18.4%,40.3%,11.0%,i,0.0,i,67.1,-0.1%
CCn1c(CNc2ccc(C)cc2)nnc1SCC(=O)NCc1ccccc1,-20.0%,-1.9%,-0.8,73,27.3%,-2.0%,10.1%,i,7.1,i,51.9,-0.2%
CN1CCN(Cc2nc3c(c(=O)n(C)c(=O)n3C)n2Cc2cccc3ccccc23)CC1,-25.0%,5.6%,/,/,-34.7%,4.7%,-5.8%,i,5.0,/,/,-0.2%
COc1cccc(NC(=O)C(C)Oc2ccccc2)c1 (stereo unspecified),-14.5%,-3.0%,-0.2,83,-16.8%,-4.6%,-21.3%,i,0.3,i,33.3,-0.3%
Cc1ccc(-n2c(-c3cn(C)nc3C)n[nH]c2=S)cc1,-35.9%,-4.0%,-0.9,43,32.9%,6.6%,3.3%,/,/,i,11.8,-0.4%

# Arranged by molecular weight (ascending): 8 of the compounds above
SMILES,NOD1 NF-kB reporter,KOR beta-arrestin-1,NTR1 ag,NTR1 ag cell count 20 µM,KOR beta-arrestin-2,HEK293 NOD2/NF-kB,GPR55 LPI antagonism,Myeloid diff 2,Myeloid diff 2 GFP+ MAC1+ %,T cell HTS,T cell HTS vesicle-bound %,GPR55 beta-arrestin
Cc1ccc(-n2c(-c3cn(C)nc3C)n[nH]c2=S)cc1,-35.9%,-4.0%,-0.9,43,32.9%,6.6%,3.3%,/,/,i,11.8,-0.4%
Nc1cccc(-c2cn3cc(C(F)(F)F)cc(Cl)c3n2)c1,-35.1%,0.4%,-1.0,80,13.2%,-139.9%,-1.4%,i,2.3,i,37.9,0.2%
CCOC1CCCCC1NS(=O)(=O)c1ccc(Cl)cc1 (stereo unspecified),-9.7%,-0.6%,0.6,47,5.7%,-17.4%,16.9%,i,9.2,i,43.0,0.3%
CCC(=O)Oc1ccc(NC(=O)CSCc2ccccc2)cc1,-36.8%,0.7%,-0.1,72,7.8%,-32.5%,2.8%,i,0.4,i,57.7,-0.1%
CCOC(=O)Cc1csc(NS(=O)(=O)Cc2ccccc2)n1,-3.0%,1.0%,1.0,91,4.0%,-6.7%,7.3%,i,0.4,i,24.5,-0.1%
CCn1c(CNc2ccc(C)cc2)nnc1SCC(=O)NCc1ccccc1,-20.0%,-1.9%,-0.8,73,27.3%,-2.0%,10.1%,i,7.1,i,51.9,-0.2%
CC1CCCCC1NC(=O)Cn1c(=O)oc2cc(S(=O)(=O)N3CCCC3)ccc21 (stereo unspecified),1.8%,-2.5%,0.8,51,-10.7%[20 µM],-7.4%,-2.2%,i,3.7,i,17.1,-0.1%
O=C(CSc1nnc(-c2ccc(Cl)cc2)n1Cc1ccco1)NCc1ccc2c(c1)OCO2,-19.7%,11.5%,-0.3,42,15.0%,-30.4%,8.3%,i,1.3,i,13.3,0.2%
